SENP8 inh: human SENP8 protease inhibitors, primary screen, biochemical, fluorescence, Nedd8 protein substrate, uHTS; inhibition, % at 20 µM; recombinant SENP8; 0.64% of 360,000 active; Sentrin-specific protease 8 (Homo sapiens), Q96LD8; in the data active = inhibition mostly above about 40%, no sharp cut-off; inactive = mostly below about 27%
Target sequence (Q96LD8 whole entry, looked up): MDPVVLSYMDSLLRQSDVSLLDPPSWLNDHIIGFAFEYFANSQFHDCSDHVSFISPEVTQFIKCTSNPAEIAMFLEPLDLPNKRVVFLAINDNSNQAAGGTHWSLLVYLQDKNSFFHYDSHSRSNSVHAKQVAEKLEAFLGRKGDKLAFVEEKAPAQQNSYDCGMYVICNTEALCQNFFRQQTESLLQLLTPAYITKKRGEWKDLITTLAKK
SENP7 block: SENP7 protease inhibitors, primary screen, biochemical, luminescence, uHTS | AID 434973, 2010 | inhibition, % at 5 µM | Sentrin-specific protease 7 (Homo sapiens), Q9BQF6 | recombinant SENP7, Z-RLRGG-aminoluciferin luminescence, 40 min | 1.5% of 330,000 active;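 active = inhibition above about 50% at the single test dose, limit read from the data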;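 also: plate controls were DMSO with enzyme for no effect and no enzyme buffer wells for full effect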
NR3A LBD binder: binders of NR3A ligand-binding domain, primary screen, biophysical, differential scanning fluorimetry, uHTS. Glutamate receptor ionotropic, NMDA 3A (GRIN3A) ligand-binding domain. NR3A LBD differential scanning fluorimetry, Tm shift; 0% = protein alone, 100% = glycine-bound protein. Tm shift relative to glycine control, % at 25 µM. 2.5% of 340,000 active. AID 1259313, 2017;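 active = melting temperature shift of at least 10% of the positive control shift, at one fixed dose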
HKDC1 inhibitor: HKDC1 hexokinase inhibitors, primary screen, biochemical, fluorescence, uHTS; inhibition, % at 20 µM; Q2TB90; recombinant HKDC1, G6PDH/diaphorase resazurin coupled fluorescence; 0.16% of 340,000 active;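 active = inhibition above about 35% when tested at 20 µM, limit read from the data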;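 also: plate controls were DMSO wells with enzyme for no effect and DMSO wells lacking enzyme for full effect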
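System: Recombinant HKDC1 hexokinase | Amount: HKDC1 at 5 µg/mL | Reagent: Glucose with 1 mM ATP | Doses: Single 20 µM dose | Incubation: Reaction time 90 min, room temperature, protected from light | Signal: Coupled resazurin fluorescence, excitation 525 nm, emission 613 nm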
MPTP inh: mitochondrial permeability transition pore inhibitors, primary screen, biochemical, isolated mouse mitochondria, absorbance | AID 602449, 2012 | inhibition, % at 10 µM | 1.4% of 360,000 active | Ca2+ swelling absorbance, 30 min;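 active = inhibition of 50% or more, scaled per plate between neutral and stimulator controls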;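 also: 0% = DMSO wells given calcium and 100% = 1 mM EGTA wells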
SENP6 block: SENP6 protease inhibitors, primary screen, biochemical, luminescence, uHTS; Sentrin-specific protease 6 (Homo sapiens), Q9GZR1; inhibition, % at 10 µM; Recombinant SENP6 catalytic domain, aminoluciferin luminescence; 1.8% of 330,000 active;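 active = inhibition above about 50% at the single tested dose, limit read from the data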;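 also: plate controls were DMSO wells with enzyme for no effect and DMSO wells lacking enzyme for full effect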
Target sequence (Q9GZR1 628-1112 limits assumed): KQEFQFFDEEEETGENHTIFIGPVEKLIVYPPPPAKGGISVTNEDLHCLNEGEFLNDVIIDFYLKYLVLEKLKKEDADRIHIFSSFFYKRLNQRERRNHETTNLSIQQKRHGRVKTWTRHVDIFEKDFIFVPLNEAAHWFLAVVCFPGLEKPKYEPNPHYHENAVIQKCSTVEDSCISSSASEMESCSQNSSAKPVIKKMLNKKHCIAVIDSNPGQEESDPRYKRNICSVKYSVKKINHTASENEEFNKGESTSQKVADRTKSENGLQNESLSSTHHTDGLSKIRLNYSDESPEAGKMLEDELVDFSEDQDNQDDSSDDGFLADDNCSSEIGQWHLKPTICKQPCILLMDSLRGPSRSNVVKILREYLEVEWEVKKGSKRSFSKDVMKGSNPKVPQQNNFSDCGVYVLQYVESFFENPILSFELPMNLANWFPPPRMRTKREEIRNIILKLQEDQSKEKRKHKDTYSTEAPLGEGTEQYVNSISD
PfGluPho inh: PfG6PD enzyme inhibitors, primary screen, biochemical, fluorescence intensity, uHTS | 0.78% of 350,000 active | glucose-6-phosphate dehydrogenase-6-phosphogluconolactonase (Plasmodium falciparum 3D7) | inhibition, % at 20 µM | PfGluPho enzyme, NADPH resazurin-diaphorase fluorescence;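 active = inhibition reaching at least a set limit at 20 µM in the primary screen, cut at about 59% in these data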;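 also: 0% = DMSO wells with substrate and 100% = DMSO wells lacking glucose-6-phosphate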
ATG4B inhibitor: ATG4B protease inhibitors, primary screen, biochemical, fluorescence, uHTS. Cysteine protease ATG4B (Homo sapiens), Q9Y4P1. 0.51% of 340,000 active. inhibition, % at 8.33 µM. ATG4B cleavage of LC3-PLA2, NBD-HPC fluorescence, 1 h. AID 504462, 2011; in the data active = inhibition above about 40%
Target sequence (Q9Y4P1 whole entry, looked up): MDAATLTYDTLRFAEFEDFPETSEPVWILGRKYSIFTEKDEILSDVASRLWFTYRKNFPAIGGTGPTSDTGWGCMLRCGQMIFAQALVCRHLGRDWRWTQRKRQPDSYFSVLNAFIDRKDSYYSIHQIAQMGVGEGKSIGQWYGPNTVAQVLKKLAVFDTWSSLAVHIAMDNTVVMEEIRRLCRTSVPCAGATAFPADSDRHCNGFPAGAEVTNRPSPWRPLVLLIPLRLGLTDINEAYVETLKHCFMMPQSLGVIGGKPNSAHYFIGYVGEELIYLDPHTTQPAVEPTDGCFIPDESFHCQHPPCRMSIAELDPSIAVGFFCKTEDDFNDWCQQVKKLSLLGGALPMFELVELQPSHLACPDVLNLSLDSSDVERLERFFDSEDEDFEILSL
* = called active by the depositor. Rows were taken by chance; overall some 6.9% were active at least once.

Preview, two compounds:
What do the screens show for `NC(=O)c1ccc(Oc2ccc(Cl)cc2)c([N+](=O)[O-])c1`?
SENP8 inh: 4; SENP7 block: 1; NR3A LBD binder: -1; HKDC1 inhibitor: 2; MPTP inh: 1.0; SENP6 block: 1; PfGluPho inh: -13; ATG4B inhibitor: 59*

Results for Cc1cccc(C)c1NC(=O)C(C)c1ccc(-c2ccccc2)c(F)c1 (stereo unspecified) ?
SENP8 inh: 30; SENP7 block: 3; NR3A LBD binder: -6; HKDC1 inhibitor: 2; MPTP inh: -4.2; SENP6 block: 3; PfGluPho inh: 0; ATG4B inhibitor: 6

The listing (from the top)
What do the screens show for `NC(=O)c1ccc(Oc2ccc(Cl)cc2)c([N+](=O)[O-])c1`?
SENP8 inh: 4; SENP7 block: 1; NR3A LBD binder: -1; HKDC1 inhibitor: 2; MPTP inh: 1.0; SENP6 block: 1; PfGluPho inh: -13; ATG4B inhibitor: 59*

Results for Cc1cccc(C)c1NC(=O)C(C)c1ccc(-c2ccccc2)c(F)c1 (stereo unspecified) ?
SENP8 inh: 30; SENP7 block: 3; NR3A LBD binder: -6; HKDC1 inhibitor: 2; MPTP inh: -4.2; SENP6 block: 3; PfGluPho inh: 0; ATG4B inhibitor: 6

How did CCOc1ccc(NC(=S)N(Cc2ccc(Cl)cc2)Cc2ccco2)cc1 do in these assays?
SENP8 inh: 8; SENP7 block: 5; NR3A LBD binder: -4; HKDC1 inhibitor: -6; MPTP inh: 4.9; SENP6 block: -25; PfGluPho inh: 21; ATG4B inhibitor: 25

How did Cc1[nH]c(=O)[nH]c(=O)c1S(=O)(=O)N1CCCC(C(=O)NCc2ccccc2Cl)C1 (stereo unspecified) do in these assays?
SENP8 inh: 14; SENP7 block: 0; NR3A LBD binder: -5; HKDC1 inhibitor: -11; MPTP inh: 0.1; SENP6 block: -3; PfGluPho inh: -13; ATG4B inhibitor: -3

How did Cc1ccc(NS(=O)(=O)c2ccc(-c3ccc(=O)[nH]n3)o2)cc1N(C)C do in these assays?
SENP8 inh: 11; SENP7 block: -8; NR3A LBD binder: -3; HKDC1 inhibitor: -1; MPTP inh: -1.7; SENP6 block: -5; PfGluPho inh: -13; ATG4B inhibitor: 4

How did CCOc1ccc(Cl)cc1C(c1c(C)[nH][nH]c1=O)c1c(C)[nH][nH]c1=O do in these assays?
SENP8 inh: 10; SENP7 block: -3; NR3A LBD binder: 0; HKDC1 inhibitor: 0; MPTP inh: 1.4; SENP6 block: -10; PfGluPho inh: 8; ATG4B inhibitor: -1

Results for CCn1c(SCC(=O)Nc2ccc(OC)c(S(=O)(=O)N3CCCCC3)c2)nnc1C1CC1 ?
SENP8 inh: 12; SENP7 block: 3; NR3A LBD binder: 2; HKDC1 inhibitor: 4; MPTP inh: -1.1; SENP6 block: -10; PfGluPho inh: -5; ATG4B inhibitor: -10

Results for CCCN(CCC)CCNC(=O)C(NS(=O)(=O)c1ccc2c(c1)CCC(=O)N2)c1ccccc1 (stereo unspecified) ?
SENP8 inh: 16; SENP7 block: 5; NR3A LBD binder: 1; HKDC1 inhibitor: -10; MPTP inh: 0.0; SENP6 block: -1; PfGluPho inh: 6; ATG4B inhibitor: -1

How did CN(C)c1ccc(C(=S)N2CCCC2)cc1Br do in these assays?
SENP8 inh: 9; SENP7 block: 3; NR3A LBD binder: -2; HKDC1 inhibitor: -5; MPTP inh: -0.3; SENP6 block: -4; PfGluPho inh: 0; ATG4B inhibitor: 5

What do the screens show for `CC(C)CC(=O)N/C(N)=N/c1nc2ccccc2o1`?
SENP8 inh: 23; SENP7 block: -7; NR3A LBD binder: 0; HKDC1 inhibitor: -1; MPTP inh: 0.3; SENP6 block: -23; PfGluPho inh: -2; ATG4B inhibitor: 5

What do the screens show for `Cc1cccc(N2CCN(C(=O)C(Cc3ccccc3)n3cccc3)CC2)c1C` (stereo unspecified)?
SENP8 inh: 11; SENP7 block: 0; NR3A LBD binder: 0; HKDC1 inhibitor: 2; MPTP inh: 2.2; SENP6 block: -17; PfGluPho inh: 4; ATG4B inhibitor: -9

Results for CNc1ccccc1C(=O)OCC(=O)N(CCOC)c1c(N)n(CC(C)C)c(=O)[nH]c1=O ?
SENP8 inh: -426; SENP7 block: -7; NR3A LBD binder: 0; HKDC1 inhibitor: -2; MPTP inh: -0.5; SENP6 block: -5; PfGluPho inh: -3; ATG4B inhibitor: 3

Results for O=C(NC1CCCCCC1)c1cccnc1Sc1ccc(Cl)cc1 ?
SENP8 inh: 5; SENP7 block: 4; NR3A LBD binder: -1; HKDC1 inhibitor: 6; MPTP inh: 2.4; SENP6 block: 0; PfGluPho inh: -5; ATG4B inhibitor: 23

How did C(=N\C(/N=C/c1ccco1)c1ccco1)/c1ccco1 do in these assays?
SENP8 inh: -226; SENP7 block: -11; NR3A LBD binder: 0; HKDC1 inhibitor: 5; MPTP inh: -1.4; SENP6 block: -24; PfGluPho inh: 12; ATG4B inhibitor: -4

How did CCc1cccc(C)c1NS(=O)(=O)c1c(C)nc2sccn2c1=O do in these assays?
SENP8 inh: -11; SENP7 block: -7; NR3A LBD binder: -3; HKDC1 inhibitor: -5; MPTP inh: -1.9; SENP6 block: -4; PfGluPho inh: 9; ATG4B inhibitor: -8

What do the screens show for `Cc1ccc(C(=O)NC2CCCCCC2)o1`?
SENP8 inh: 5; SENP7 block: 1; NR3A LBD binder: 2; HKDC1 inhibitor: -4; MPTP inh: 0.0; SENP6 block: -3; PfGluPho inh: 11; ATG4B inhibitor: -12

What do the screens show for `COc1cccc2c1OC1(C)CC2NC(=O)N1` (stereo unspecified)?
SENP8 inh: 18; SENP7 block: -5; NR3A LBD binder: 1; HKDC1 inhibitor: -6; MPTP inh: -1.1; SENP6 block: 9; PfGluPho inh: -11; ATG4B inhibitor: 0

How did Cc1cccc(OCC(=O)Nc2ccc3c(c2)OCCO3)c1 do in these assays?
SENP8 inh: 16; SENP7 block: -10; NR3A LBD binder: -1; HKDC1 inhibitor: 3; MPTP inh: 0.1; SENP6 block: -6; PfGluPho inh: 6; ATG4B inhibitor: -11

How did CC(C)CNC(=S)NC1CCCC1 do in these assays?
SENP8 inh: 12; SENP7 block: -2; NR3A LBD binder: -2; HKDC1 inhibitor: -7; MPTP inh: 2.7; SENP6 block: -21; PfGluPho inh: 9; ATG4B inhibitor: 4

How did COCCn1c(=S)[nH]c2ncccc2c1=O do in these assays?
SENP8 inh: 8; SENP7 block: -7; NR3A LBD binder: 0; HKDC1 inhibitor: 1; MPTP inh: 0.0; SENP6 block: -11; PfGluPho inh: 11; ATG4B inhibitor: -5

How did COCCNC(=O)CCc1nnc(C2(c3ccc(Cl)cc3)CCC2)o1 do in these assays?
SENP8 inh: 13; SENP7 block: 0; NR3A LBD binder: 0; HKDC1 inhibitor: -5; MPTP inh: 1.1; SENP6 block: 1; PfGluPho inh: 5; ATG4B inhibitor: -3

How did O=C(/C=C/c1ccc(Cl)cc1)NCCSc1ccccc1 do in these assays?
SENP8 inh: 0; SENP7 block: -7; NR3A LBD binder: -1; HKDC1 inhibitor: -3; MPTP inh: 45; SENP6 block: -3; PfGluPho inh: 5; ATG4B inhibitor: 8

How did CCN1C(=O)C(O)(CC(=O)C(C)(C)C)c2cc(Br)ccc21 (stereo unspecified) do in these assays?
SENP8 inh: 23; SENP7 block: -11; NR3A LBD binder: -2; HKDC1 inhibitor: -5; MPTP inh: 1.1; SENP6 block: 2; PfGluPho inh: 12; ATG4B inhibitor: -12

How did O=C(NCc1ccco1)/C(=C/c1ccc(F)cc1)NC(=O)c1ccccc1 do in these assays?
SENP8 inh: 6; SENP7 block: 6; NR3A LBD binder: 1; HKDC1 inhibitor: 1; MPTP inh: -0.1; SENP6 block: -14; PfGluPho inh: -18; ATG4B inhibitor: -3

Results for Cc1onc(-c2ccccc2)c1C(=O)N(Cc1ccccc1)C(C)C ?
SENP8 inh: 10; SENP7 block: 0; NR3A LBD binder: -1; HKDC1 inhibitor: 5; MPTP inh: 2.5; SENP6 block: -33; PfGluPho inh: 1; ATG4B inhibitor: -1

How did CC(OC(=O)C1CCCO1)C(=O)NC1CCCC1 (stereo unspecified) do in these assays?
SENP8 inh: 7; SENP7 block: -3; NR3A LBD binder: -1; HKDC1 inhibitor: -15; MPTP inh: -0.4; SENP6 block: -13; PfGluPho inh: -3; ATG4B inhibitor: 12

Results for O=C(O)c1ccc(NC(=O)c2cn(-c3ccccc3)nc2-c2ccc(Cl)cc2)cc1 ?
SENP8 inh: 9; SENP7 block: 0; NR3A LBD binder: 12*; HKDC1 inhibitor: 5; MPTP inh: -2.0; SENP6 block: 21; PfGluPho inh: 32; ATG4B inhibitor: 14

What do the screens show for `CSc1nnc(C)c(/C=C/Nc2ccc(C)cc2)n1`?
SENP8 inh: 8; SENP7 block: -3; NR3A LBD binder: -2; HKDC1 inhibitor: 5; MPTP inh: 0.0; SENP6 block: 4; PfGluPho inh: 10; ATG4B inhibitor: -11

What do the screens show for `NC(=O)c1c(NC(=O)COC(=O)c2ccc(O)c(Cl)c2)sc2c1CCCC2`?
SENP8 inh: -80; SENP7 block: -2; NR3A LBD binder: 2; HKDC1 inhibitor: 6; MPTP inh: -1.1; SENP6 block: -33; PfGluPho inh: 15; ATG4B inhibitor: -5

What do the screens show for `CC1C/C(=N\NC(=O)c2ccc(NS(=O)(=O)c3ccc(Br)cc3)cc2)CC(C)(C)C1` (stereo unspecified)?
SENP8 inh: 4; SENP7 block: 3; NR3A LBD binder: -7; HKDC1 inhibitor: -6; MPTP inh: -29; SENP6 block: 5; PfGluPho inh: -17; ATG4B inhibitor: 28

What do the screens show for `CN(C)c1ccc(NC(=O)c2cnsn2)cc1`?
SENP8 inh: 25; SENP7 block: 22; NR3A LBD binder: -1; HKDC1 inhibitor: -4; MPTP inh: -0.8; SENP6 block: -28; PfGluPho inh: 2; ATG4B inhibitor: -6

Results for CC1CCCC(C)N1S(=O)(=O)c1ccc(S(=O)(=O)NCCc2ccncc2)cc1 (stereo unspecified) ?
SENP8 inh: 10; SENP7 block: -1; NR3A LBD binder: 2; HKDC1 inhibitor: -11; MPTP inh: 2.1; SENP6 block: -22; PfGluPho inh: 7; ATG4B inhibitor: -6

What do the screens show for `Cc1cc(C)c2cc(C(=O)Nc3ccccc3)[nH]c2c1`?
SENP8 inh: 1; SENP7 block: 2; NR3A LBD binder: 1; HKDC1 inhibitor: 4; MPTP inh: 41; SENP6 block: -10; PfGluPho inh: 19; ATG4B inhibitor: 5

What do the screens show for `Cc1ccccc1OCCCCn1c(CO)nc2ccccc21`?
SENP8 inh: 8; SENP7 block: -10; NR3A LBD binder: 0; HKDC1 inhibitor: -3; MPTP inh: 1.1; SENP6 block: 7; PfGluPho inh: 26; ATG4B inhibitor: -11

Results for CCN(C=NC1=NN(c2cccc(C(F)(F)F)c2)CC1)CC ?
SENP8 inh: -18; SENP7 block: 3; NR3A LBD binder: 3; HKDC1 inhibitor: -1; MPTP inh: 0.5; SENP6 block: 12; PfGluPho inh: 20; ATG4B inhibitor: -9

What do the screens show for `CCOC(=O)c1sc(NS(=O)(=O)c2ccc(NC(C)=O)cc2)nc1C`?
SENP8 inh: 2; SENP7 block: 5; NR3A LBD binder: -1; HKDC1 inhibitor: -3; MPTP inh: -1.1; SENP6 block: -3; PfGluPho inh: -31; ATG4B inhibitor: -2

Results for COc1cc(C(=O)NCC(=O)Nc2c(C)cccc2C)ccc1OCc1ccccc1 ?
SENP8 inh: 9; SENP7 block: -7; NR3A LBD binder: 1; HKDC1 inhibitor: 1; MPTP inh: 0.0; SENP6 block: -6; PfGluPho inh: 3; ATG4B inhibitor: -2

High-throughput results deposited in PubChem BioAssay by Sanford-Burnham Center for Chemical Genomics.
